# GRP78 ERSR act – ER stress response induction in glioma. 420,000 tested, 0.02% active. Potency, µM, for the others: at the top dose activation, actives largely listed as activators. U87-MG GRP78 promoter luciferase reporter, 16 h; also: potency is read from the fitted curve at half-maximal effect; series mostly up to about 76 µM; % of control where 0% means no effect; nearly all actives have a fitted effect of over 35% in size
#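 Stably transfected U87-MG glioma cells carrying a GRP78-based luciferase sensor; 16 h compound incubation. Luminescence end-point read 10 min after Bright-Glo addition at room temperature.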
# ALOX12 inh – inhibitors of human 12S-lipoxygenase ALOX12; P18054; purified 12hLO, xylenol orange hydroperoxide absorbance; 580,000 tested, 1.1% active; Potency, µM (top dose mostly 108 µM), for inactives: at the highest dose activity change, negative = inhibition, usual class: inhibitors; also: potency is read from the fitted curve at half-maximal effect; % is scaled to controls: 0 for no effect and ±100 for the full control effect
# Target sequence (P18054 whole entry, looked up): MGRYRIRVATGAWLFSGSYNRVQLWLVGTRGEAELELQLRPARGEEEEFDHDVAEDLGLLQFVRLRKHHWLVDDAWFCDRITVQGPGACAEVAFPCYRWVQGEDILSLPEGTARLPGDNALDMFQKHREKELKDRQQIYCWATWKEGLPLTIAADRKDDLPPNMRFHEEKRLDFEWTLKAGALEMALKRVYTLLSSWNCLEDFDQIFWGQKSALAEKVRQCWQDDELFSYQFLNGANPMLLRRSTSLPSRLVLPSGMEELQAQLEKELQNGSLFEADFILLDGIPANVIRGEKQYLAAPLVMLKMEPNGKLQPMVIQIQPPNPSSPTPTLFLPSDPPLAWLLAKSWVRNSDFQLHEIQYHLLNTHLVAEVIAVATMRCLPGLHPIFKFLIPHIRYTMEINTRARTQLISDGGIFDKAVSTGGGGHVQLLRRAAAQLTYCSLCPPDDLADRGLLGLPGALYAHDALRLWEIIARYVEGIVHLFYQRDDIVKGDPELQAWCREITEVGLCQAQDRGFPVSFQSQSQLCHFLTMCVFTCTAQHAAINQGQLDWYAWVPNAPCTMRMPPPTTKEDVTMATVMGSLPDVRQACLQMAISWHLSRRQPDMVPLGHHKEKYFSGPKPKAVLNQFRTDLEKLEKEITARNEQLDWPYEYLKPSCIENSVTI
#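 Purified human 12hLO (150 nM final) in 25 mM Hepes, 0.01% Triton X-100, pH 7.0 was preincubated 15 min at room temperature with compound. Then 40 uM arachidonic acid was added, 30 min. Hydroperoxide was read by Fe-XO absorbance ratio 573/405 nm.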
# Vif-A3G inh – inhibitors of Vif-APOBEC3G interaction. Potency, µM (top dose mostly 46.1 µM), for the others: at the top dose activity, negative = active, most hits filed as inhibitors. 410,000 tested, 0.076% active. HeLa A3G-eYFP + Vif (tagged APOBEC3G with the HIV-1 protein that degrades it), YFP fluorescence, overnight. Q9HC16;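 also: potency is read from the fitted curve at half-maximal effect; % is scaled to controls: 0 for no effect and ±100 for the full control effect; nearly all actives have a fitted effect of over 60% in size; hits raise eYFP signal because A3G escapes Vif-driven loss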
# Target sequence (Q9HC16 whole entry, looked up): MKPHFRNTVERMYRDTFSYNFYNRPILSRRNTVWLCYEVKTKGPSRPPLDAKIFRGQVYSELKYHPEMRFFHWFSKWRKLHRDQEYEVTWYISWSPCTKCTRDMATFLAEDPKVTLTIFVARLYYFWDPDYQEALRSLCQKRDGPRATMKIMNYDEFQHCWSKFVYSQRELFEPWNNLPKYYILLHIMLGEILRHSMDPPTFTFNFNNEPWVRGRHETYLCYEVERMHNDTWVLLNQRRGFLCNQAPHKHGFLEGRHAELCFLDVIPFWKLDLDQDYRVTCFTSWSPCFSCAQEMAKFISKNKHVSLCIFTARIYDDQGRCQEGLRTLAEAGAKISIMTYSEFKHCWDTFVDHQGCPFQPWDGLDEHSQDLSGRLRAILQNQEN
#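 Read-out is eYFP fluorescence (Ex 488/Em 500-530) from Vif-expressing HeLa A3G-eYFP cells; more signal means A3G escaped Vif-mediated degradation. Cells plated overnight, compound pinned in, incubated overnight at 37 deg C.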
# LDHA block – LDHA (human) enzyme inhibition; P00338; purified LDHA, NADH/diaphorase-resazurin fluorescence; hits give low values; activity change, % (values are at about 110 or 230 µM); 480,000 tested, 0.15% active; AID 1347041; in the data active = activity change below about -30%; inconclusive = mostly about -25% to -30%;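 also: plate controls were DMSO wells for no effect and wells without enzyme for full effect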
#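 Resorufin fluorescence (ex540/em590), read at 0 and 20 min after diaphorase/resazurin addition, reports the NADH left after a 5 min room-temperature reaction of 2 nM human LDH5 with 0.06 mM NADH and 0.2 mM pyruvate.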
# Vif-APOBEC3F blk – inhibitors of Vif-A3F interaction; Potency, µM (top dose mostly 46.1 µM), without a hit: at the top dose activity, negative = active; HeLa A3F-eYFP + Vif (tagged APOBEC3F with the HIV-1 protein that degrades it), YFP fluorescence increase; 390,000 tested, 0.2% active; also: potency is read from the fitted curve at half-maximal effect; % of control where 0% means no effect; nearly all actives have a fitted effect of over 65% in size
#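 HeLa cells stably expressing Vif plus C-terminally eYFP-tagged A3F were seeded, incubated overnight at 37 deg C, dosed with compound, incubated overnight again at 37 deg C. Yellow fluorescence (Ex 488/Em 500-530) reported blocked Vif-mediated A3F-eYFP degradation.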
# D2 antagonist – D2 dopamine receptor (human) antagonism; HEK293 TREx D2 cells, calcium flux, dopamine EC80; 340,000 tested, 2% active; P14416; AID 485344; inhibition, % at 10 µM; in the data active = inhibition above about 30%; also: 0% is about no effect
#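 Calcium mobilization kinetics were recorded at 1 s intervals in tetracycline-induced HEK293 T-REx D2 cells, first for 180 s after compound addition and then 180 s after EC80 dopamine.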
# ERG Ets-DNA blk – ERG Ets/DNA interaction inhibition | fluorescence polarization, His-ERG Ets domain / labelled DNA | Potency, µM (highest dose often 76.9 µM), for inactives: top-dose FP activity, negative = inhibition, usual class: inhibitors | 370,000 tested, 0.028% active | AID 624246; active = well fitted inhibition curve with a large enough effect in the polarisation, with a control signal flat; inconclusive = small, poorly fitted or top-dose-only effect, or effect the other way, or a change in a side signal; inactive = no such curve, though single readings can be large or run the other way; the % refers to the polarisation;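 also: polarization taken with two DNA probes labelled with fluorescein and Texas red; potency is read from the fitted curve at half-maximal effect; % of control where 0% means no effect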
#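 His-tagged ERG Ets domain (1 uM in the protein solution; 300mM KCl, 50mM Tris-HCl, 1mM EDTA, 1mM DTT, pH 7.5) received compound, then a probe mix of 5 nM fluorescein-DNA and 100nM Texas-615-DNA. Fluorescence polarization was read for both dyes.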
# D2 agonist – activates the human D2 dopamine receptor; P14416; 340,000 tested, 0.53% active; AID 485358; activation, % at 2 µM; HEK293 T-REx D2 cells, calcium flux agonist mode;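 active = activation over 3 SD above normal in the single-dose calcium agonist read, cut at about 30% in these data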; also: 0% is about no effect
#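 In this primary screen, compounds producing a positive calcium signal within 180 s of addition to tetracycline-induced, force-coupled HEK293 Trex D2 cells are flagged; cells are dye-loaded with a no-wash calcium kit beforehand.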
# RGS4 inh – human RGS4 inhibition. 390,000 tested, 0.039% active. AID 504845. Transcreener GDP fluorescence polarization, RGS4-accelerated GTP hydrolysis. Potency, µM (series often up to 114 µM), for the others: top-dose activity change, negative = inhibition, actives largely listed as inhibitors. P49798; also: potency is read from the fitted curve at half-maximal effect; % is scaled to controls: 0 for no effect and ±100 for the full control effect; nearly all actives have a fitted effect of over 75% in size; some results filed as inactive show a strong effect at the top dose
#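 MLSMR compounds (23 nl, pin-transferred) preincubated 10 min at room temperature with a 500nM (2x) first reagent, then RGS4 at 900nM (2x) plus Transcreener GDP mix added; fluorescence polarization (620/688 nm) read before and after 90 min at 30 °C.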
# Starred values were filed as active, the others as inactive; ? = inconclusive; · = no result given; & = joins results of further samples; [ ] = remark or other dose. Unless noted, calls follow the shape of the dose curve; as a rule, active = well fitted curve in the direction sought with a large enough effect; inconclusive = small, poorly fitted or top-dose-only effect, or another doubt; inactive = no such curve, though single readings can be large; an effect the other way counts as inactive or inconclusive.
item	Compound	GRP78 ERSR act	ALOX12 inh	Vif-A3G inh	LDHA block	Vif-APOBEC3F blk	D2 antagonist	ERG Ets-DNA blk	D2 agonist	RGS4 inh
1	COc1ccc(-c2nnc(N)s2)cc1	4%	-13%	2%	-5	1%	9	8%	0.3	-14%
2	CCOC(=O)c1c(C)[nH]c(C)c1S(=O)(=O)N(C)CC(=O)N1CCN(c2ccccc2OC)CC1	-2%	-26%	6%	-14	0%	·	3%	-0.3	2%
3	COc1ccc(OC)c(C(=O)CSc2nc3ccccc3n2CC(=O)NC(C)(C)C)c1	-7%	24%	0%	-10	-4%	-18	-2%	-0.2	-2%
4	Cc1ccc(C(=O)/C=C\Nc2ccc(C)c(C)c2)cc1	0%	12%	0%	2	?	1	5%	3.4	18%
5	Cn1c(=O)c2nc(-c3ccccc3)c(-c3ccccc3)nc2n(C)c1=O	-4%	20%	0%	-5	8%	·	-5%	·	-6%
6	COc1ccc([N+](=O)[O-])cc1NC(=O)Nc1ccccc1	-3%	-8%	1%	-1	4%	37*	-7%	-0.1	17%
7	Cc1cccc2c1-c1sc(C(=O)NCCCN3CCN(c4ccccc4F)CC3)cc1CO2	-4%	-19%	-11%	0	5%	·	-2%	·	12%
8	CC(NC(=O)C1CCN(S(=O)(=O)c2ccc(F)cc2)CC1)c1ccccc1 (stereo not given)	-3%	-8%	-3%	0	2%	·	2%	-1.3	16%
9	CC1CCC2(CC1)NC(=O)N(CC(=O)N1CCc3ccccc3C1)C2=O (stereo not given)	0%	-13%	1%	-3	2%	0	-4%	0.2	-6%
10	Cc1ccc(CC(=O)Nc2cc(C)on2)cc1	-2%	·	-1%	-2	-1%	-27	-4%	-0.9	29%
11	O=C(Cc1ccsc1)N1CCN(S(=O)(=O)c2ccccc2F)CC1	2%	463%[activator]	1%	-5	-1%	10	5%[15.4 µM]	-0.3	3%
12	COCCN(CC(=O)Nc1cccc(C)c1C)C(=O)c1cc2ccccc2cc1OC	-3%	0%	-1%	-2	4%	-33	·	0.1	-38%
13	CC(C)NC1CCC(Nc2ccnc3cc(Cl)ccc23)CC1 (stereo not given)	-3%	?	7%	-6	1%	·	-7%	·	4%
14	COc1cc(NS(=O)(=O)c2ccc3[nH]c(=O)[nH]c3c2)cc(OC)c1	-4%&-1%	0%&-13%	-4%&1%	-3&-1	0%&-2%	1	5%&-10%	0.3&-0.6	-17%&-17%
15	O=C(NC1CCCC1)C(c1ccc(F)cc1)N(Cc1ccccc1Cl)C(=O)CCl (stereo not given)	-8%	?	-4%	-7	-9%	-16	-2%	1.1	16%
16	O=C(OCc1ccc([N+](=O)[O-])cc1)c1cc2ccccc2oc1=O	0%	18%	-2%	0	-1%	·	4%	·	-25%
17	N#CCCN(C(=O)CSc1ccc2c(c1)OCCO2)c1ccccc1	-6%	-13%	0%	-3	-1%	6	-4%	0.3	-31%
18	Nc1ccccc1C(=O)NC(=O)Nc1ccc(Oc2ncc(Br)cn2)c(Cl)c1	-4%	-25%	-49%	-7	-8%	·	-6%	·	14%
19	O=C(NCC(=O)N1CCN(Cc2ccc3c(c2)OCO3)CC1)c1ccccc1F	2%	-8%	2%	-7	-4%	·	-5%	·	4%
20	Cc1ccc(CN2C(=O)CCC2C(=O)NCc2ccc(F)cc2)cc1 (stereo not given)	-4%	11%	-4%	-9	1%	-13	5%	0.4	-7%
21	C/C(=N\NC(=O)c1ccc(O)cc1)c1cc2ccccc2o1	3%	18%	-2%	-4	6%	-6	-2%	-0.3	3%
22	O=C1C(NS(=O)(=O)c2cccs2)=C(N2CCN(Cc3ccccc3)CC2)C(=O)c2ccccc21	6%	-15%	-1%	35	0%	39*	1%	-0.9	2%
23	CCS(=O)(=O)N1CCN(C2CCC(C)CC2)CC1 (stereo not given)	0%	?	0%	-22	-3%	5	·	0.5	11%
24	CC(=O)C1=C(O)C(=Cc2ccccc2)OC1=O	-3%	14µM*	-3%	-5	1%	·	·	·	·

# In the list so far, these have a nitro group on carbon.
item	Compound	GRP78 ERSR act	ALOX12 inh	Vif-A3G inh	LDHA block	Vif-APOBEC3F blk	D2 antagonist	ERG Ets-DNA blk	D2 agonist	RGS4 inh
6	COc1ccc([N+](=O)[O-])cc1NC(=O)Nc1ccccc1	-3%	-8%	1%	-1	4%	37*	-7%	-0.1	17%
16	O=C(OCc1ccc([N+](=O)[O-])cc1)c1cc2ccccc2oc1=O	0%	18%	-2%	0	-1%	·	4%	·	-25%

# Later entries
item	Compound	GRP78 ERSR act	ALOX12 inh	Vif-A3G inh	LDHA block	Vif-APOBEC3F blk	D2 antagonist	ERG Ets-DNA blk	D2 agonist	RGS4 inh
25	Cc1ccc(C(=O)O)cc1NC(=S)NC(=O)c1ccc([N+](=O)[O-])c(C)c1	-2%	20µM*	0%	-3	-4%	12	7%	0.6	-36%
26	COc1ccc(OC)c(NC(=O)C(=O)NNC(=O)c2cccs2)c1	-4%	3%	0%	-4	5%	38*	-4%	-0.4	-33%
27	CCOc1cc2sc(N3CCC(C(=O)Nc4ccc(C(C)C)cc4)CC3)nc2cc1Br	1%	-20%	2%	-6	1%	·	2%	0.1	26%
28	Cc1nn(C)cc1CN(C)Cc1c(C(=O)N(C)Cc2ccccc2)nc2ccccn12	-3%	1%	1%	-8	6%	-4	9%	1.0	18%
29	CCOC(=O)C1(Cc2ccc(Cl)cc2)CCN(C(=O)C2=NNC(=O)CC2)CC1	4%	0%	2%	-5	2%	·	-4%	·	-3%
30	c1ccc(CCc2nc3ccccc3[nH]2)cc1	4%	0%	-1%	-4	0%	10	-1%	-0.3	0%
31	CN(CCCNC(=O)c1ccccc1F)CCCNC(=O)c1ccccc1F	-2%	0%	-2%	0	-1%	7	-5%	0.5	-18%
32	Cc1ccccc1NC(=O)Cc1nc(COC(=O)CCOc2ccccc2)cs1	-5%	21%	0%	-5	0%	11	-13%	-2.2	-12%

# Only LDHA block and Vif-A3G inh, for some of the entries so far:
No.	structure	LDHA block	Vif-A3G inh
26	COc1ccc(OC)c(NC(=O)C(=O)NNC(=O)c2cccs2)c1	-4	0%
27	CCOc1cc2sc(N3CCC(C(=O)Nc4ccc(C(C)C)cc4)CC3)nc2cc1Br	-6	2%
28	Cc1nn(C)cc1CN(C)Cc1c(C(=O)N(C)Cc2ccccc2)nc2ccccn12	-8	1%
29	CCOC(=O)C1(Cc2ccc(Cl)cc2)CCN(C(=O)C2=NNC(=O)CC2)CC1	-5	2%
30	c1ccc(CCc2nc3ccccc3[nH]2)cc1	-4	-1%

# (cont.)
item	Compound	GRP78 ERSR act	ALOX12 inh	Vif-A3G inh	LDHA block	Vif-APOBEC3F blk	D2 antagonist	ERG Ets-DNA blk	D2 agonist	RGS4 inh
33	CCN(CC)S(=O)(=O)c1cccc2c(N(C)C)cccc12	-4%	-1%	-5%	13	·	0	-2%	0.3	-8%
34	CCCCSCCCNC(=O)CN1C(=O)COc2ccc(S(=O)(=O)N3CCC(C)CC3)cc21	-2%	-5%	0%	-5	3%	·	0%	-0.3	4%
35	Cc1onc(C(=O)N2C(C)CCCC2C)c1[N+](=O)[O-] (stereo not given)	-1%	-14%	3%	-4	7%	-2	3%	-2.6	2%
36	CCCCc1c(O)nc(SCCN(C)C)n(-c2ccccc2)c1=O	-2%	25%[57.4 µM]	1%	-5	2%	-18	14%	0.2	6%
37	Fc1ccc(N2CCN(C(=S)NCc3ccco3)CC2)cc1	-1%	-20%	-2%	0	8%	8	-3%	-0.3	-7%
38	O=c1c2nnn(-c3ccccc3)c2ncn1C/C=C/c1ccccc1	-2%	20%	6%	-6	-11%	7	11%	0.9	13%
39	Cc1ccccc1NC(=O)COC(=O)c1ccc(S(=O)(=O)N2CCCC2)cc1	3%	-1%	-5%	-5	-3%	-6	5%	0.8	-13%
40	COc1cc2c(cc1OC)C(COc1ccccc1OC)N(C(C)=O)CC2 (stereo not given)	-3%	1%	2%	-2	-9%	11	-24%	0.2	13%
41	COc1ccccc1-c1ccc(Nc2cccc(C(C)=O)c2)nn1	4%	-13%	-2%	-1	4%	5	6%	-1.6	-13%
42	COc1ccc(S(=O)(=O)N(C)C[C@H]2OCCCC[C@@H](C)Oc3ccc(N(C)C)cc3C(=O)N([C@H](C)CO)C[C@@H]2C)cc1	0%	?	3%	3	-4%	·	·	·	·
43	Brc1ccc(C=Nc2ccc(Nc3ccccc3)cc2)s1	-1%	·	2%	8	1%	-13	7%	2.2	-14%
44	COC(=O)c1c(NC(=O)c2nc3nc(C)cc(C(F)F)n3n2)sc2c1CCC2	0%	-20%	3%	-1	-14%	-8	-6%	-0.7	13%
45	Cc1nn(-c2ccccc2)c(C)c1C(=O)OCC(=O)Nc1ccccc1F	-3%	-3%	-1%	-8	-2%	19	3%	-0.4	1%
46	CC1(NC(=O)C2CCN(C(=O)Nc3ccccc3)CC2)CCS(=O)(=O)C1 (stereo not given)	-6%	2%	-3%	-5	-3%	18	1%	-0.8	8%
47	CC(=NCCc1ccccc1)C1=C(O)CCC1=O	-3%	-14%	1%	-11	-3%	23	-2%	42*	0%
48	Cc1ccc(NC(=O)Nc2nc(-c3ccc(C)s3)cs2)cc1	-2%	51%[activator]	-4%	-5	-12%	-11	-2%	0.9	-16%

# Screening data (PubChem)

# Only part of the results is shown; the hit share may differ from the screen's.
